# Screening results (PubChem)
# RT RNaseH block = HIV-1 RT RNase H inhibitors, primary screen, biochemical, fluorescence. inhibition, % at 10 µM. 65,000 compounds, 1.9% hits. RT-RNase H RNA/DNA duplex cleavage. Gag-Pol polyprotein (Human immunodeficiency virus type 1 group M subtype B (isolate …; in the data active means inhibition above about 50%
# RmlCD inh mix = RmlC and RmlD coupled enzyme inhibitors, primary screen, biochemical, 384-well, compound mixtures, retest | RmlC/RmlD coupled enzyme inhibition, 384-well mixture HTS | inhibition, % at 5.5 µM | 110,000 compounds, 0.39% hits; in the data active means inhibition above about 30%, passing the limit was not always enough; inconclusive means no clear call, values can overlap the other calls; further: strong numbers were not always called active
# * hit, by the source's call; ? = inconclusive; / = no result given. This is a subset, so the mix of outcomes need not match the whole.
# Value order – RT RNaseH block, RmlCD inh mix
O=C(O)c1ccc(CSc2nnc(COc3ccc(Cl)cc3Cl)o2)cc1
 : -67.7, 7.0
CN(C)C(CNC(=O)c1cccc(S(=O)(=O)N2CC3(C)CC2CC(C)(C)C3)c1)c1ccco1 (centres undefined)
 : 5.0, 15.1
Nn1c(SCC(=O)N2CCCc3ccccc32)nnc1-c1ccccc1
 : -3.5, 9.7
CCOC(=O)c1sc(=S)n(-c2ccc(Cl)cc2)c1C
 : /, 4.6
Cc1nnc2c3ccccc3c(-c3cccc4ccccc34)nn12
 : /, 10.9
C[N+](C)(C)c1ccccc1
 : /, -4.5
Oc1ccc(Cl)cc1C(C#Cc1ccccc1)N1CCOCC1 (centres undefined)
 : /, 0.7
Cc1ccc(O)c(C(=O)c2cnn(C(=O)Cc3csc(C)n3)c2)c1
 : -8.9, 11.1
Cc1ccc(C)c(NC(=O)CSc2nnc(-c3ccncc3)n2N)c1
 : 0.8, -10.4
COc1ccc(-c2cc(C(=O)NCc3ccco3)no2)cc1OC
 : /, -12.2
COc1ccccc1NC(=O)CC1C(=O)NCCN1C(=O)Nc1ccccc1 (centres undefined)
 : /, -5.2
COc1cccc(C(N)CC(=O)O)c1 (centres undefined)
 : -16.5, /
Fc1ccc(NC(=S)N2N=CCC2c2ccccc2)cc1 (centres undefined)
 : /, 2.7
COC(=O)CCCC(=O)N1CCOCCN(C(=O)CCCC(=O)OC)CCOCC1
 : -17.5, 10.6
CC1=C(C#N)C(=O)NC(C)(C)C1
 : -5.3, 11.7
O=C(CNS(=O)(=O)c1cccc2nsnc12)NCc1ccc(Cl)cc1
 : -9.4, -2.2
O=S(=O)(NC1CCCC1)c1ccc(S(=O)(=O)N(Cc2cccs2)CC2CCCO2)cc1 (centres undefined)
 : 1.0, 12.6
O=C(Cn1ncc2c1-c1ccccc1OC2)Nc1ccc(Cl)cn1
 : -2.0, -11.9
Brc1cc2c(cc1/C=N/Nc1nc(N3CCCC3)nc(N3CCOCC3)n1)OCO2
 : /, -10.5
COc1ccccc1NS(=O)(=O)c1ccc(C(=O)OCC(=O)NCc2ccco2)cc1
 : 31.4, 1.6

# Value order – RT RNaseH block, RmlCD inh mix
CCOC(=O)N1CCN(C(=O)CN(c2cc(Cl)ccc2OC)S(=O)(=O)c2ccccc2)CC1
 : -9.4, -10.2
Cc1ccc(SCC(=O)Nc2cccc(-c3nnc(-c4ccco4)o3)c2)cc1
 : /, -14.1
COC(=O)c1cc(NC(=O)N2c3ccccc3Sc3ccccc32)cc(C(=O)OC)c1
 : /, 7.4
CCN(CC)C(=O)CCCOc1ccc(Cl)cc1Cl
 : -9.5, 6.0
O=P(O)(COc1ccccc1)COc1ccccc1
 : -8.0, 15.0
COc1cccc(C(=O)N(CN2CCCC2=O)c2cccc(Cl)c2)c1OC
 : -3.8, -15.6
Cc1cc(C(=O)Nc2sc(C)c(C)c2C#N)no1
 : 23.1, 69.7
Cc1ccc(S(=O)(=O)N(CC(=O)N2CCCCCC2)c2ccccc2)cc1
 : /, -11.1
Cc1cc2ccccc2c(=O)n1CC(=O)N1CCN(c2cccc(Cl)c2)CC1
 : 3.1, 3.3
C=CCn1c(NC(C)c2cc(Cl)ccc2O)nc2ccccc21 (centres undefined)
 : -17.2, /
Cc1cccn2c(=O)c3cc(C(=O)NCc4ccco4)c(=N)n(C(C)C)c3nc12
 : -22.8, 15.4
CCC(C)NC(=O)NC1C(NC(=O)NC(C)CC)N(C)C(=O)N1C (centres undefined)
 : -4.9, 10.2
COc1cc(C2C(C#N)=C(N)OC3=C2C(=O)CCC3)ccc1OC(=O)N1CCOCC1 (centres undefined)
 : -6.6, -3.4
O=C(CN1CCC(c2nc3ccccc3s2)CC1)NCc1cccs1
 : -8.6, -8.4
Cc1ccc(C)c(Cn2nnc3c(=O)[nH]c(C4CCN(C(=O)c5cccs5)CC4)nc32)c1
 : 14.6, -7.2
CCOc1ccc(N(CC)C(=O)COc2cc(=O)n(CC)c3ccccc23)cc1
 : /, -13.1
CCOc1ccccc1C(=O)n1nc(C)cc1C
 : /, 3.2
CC(CCc1ccccc1)NC(=O)c1ccncc1 (centres undefined)
 : -11.1, -9.1
CCN1CCN(Cc2ccc(NC(=O)c3ccc(C)c(NC(=O)c4csc(-c5ccncc5)n4)c3)cc2C(F)(F)F)CC1
 : /, 4.8
Cc1cc(C(=O)COC(=O)c2ccc3c(c2)OCO3)c(C)n1Cc1cccs1
 : -10.3, -13.2

# Value order – RT RNaseH block, RmlCD inh mix
Oc1[nH]c2ccccc2c1C=Nc1ccc2c(c1)OCO2
 : -48.6, -5.4
COc1ccccc1S(=O)(=O)Cc1ccc(C(=O)NCCN(C)C)o1
 : -1.2, 6.8
CCOCCCNC(=O)N1CCOCC1
 : -8.7, -8.8
Cn1c(=O)c2c(nc(NCc3ccc4c(c3)OCO4)n2Cc2ccc(F)cc2)n(C)c1=O
 : 10.2, 4.5
O=C(Cc1ccccc1)NC1CCS(=O)(=O)C1 (centres undefined)
 : /, 5.4
Cc1cccc(NC(=O)CCCN2C(=O)c3ccccc3C2=O)n1
 : /, -10.3
COc1cccc(Nc2nnc(SCC(=O)N3CC(C)OC(C)C3)s2)c1 (centres undefined)
 : 3.3, 12.0
O=C(C1CCC(=O)N1Cc1ccc(F)cc1)N1CCC2(CC1)OCCO2 (centres undefined)
 : -21.2, 16.1
OC1CCN(C(=S)NCCc2ccccc2)CC1
 : /, 8.3
O=C(N/N=C/c1ccc([N+](=O)[O-])s1)c1cccc(Br)c1
 : /, 5.6
Brc1ccccc1-n1nnc(-c2nccs2)n1
 : /, 0.2
Fc1ccc(CN2CCCCCC2)c(F)c1
 : 0.2, -9.8
c1ccc2nc(N3CCOCC3)c(N3CCOCC3)nc2c1
 : -6.4, 9.7
COc1ccc(S(=O)(=O)N2CCCC2C(=O)Nc2ccc(C(C)=O)cc2)cc1 (centres undefined)
 : -2.9, ?
O=C(OCc1cc(=O)n2c(n1)sc1ccccc12)c1ccc2c(=O)n3c(nc2c1)CCC3
 : 35.1, 12.5
CCN(CC)S(=O)(=O)c1ccc(C(=O)N2CCCCC2)cc1
 : /, -10.9
N#CC1=C(SCc2ccc(C#N)cc2)N=C(N)C(c2nc(-c3ccccc3)cs2)C12CCCCC2 (centres undefined)
 : /, 15.7
COC(=O)c1cc(Cc2ccc(N)c(C(=O)OC)c2)ccc1N
 : -53.4, -14.4
CCCC(C)C1(CC)C(=O)NC(=Nc2ccccc2OC)NC1=O (centres undefined)
 : 0.2, 18.1
CCOC(=O)CSc1nnc2n(C3CCCCC3)c(=O)c3c4c(sc3n12)CCCC4
 : -2.1, -66.3

# Exported in CSV form: four of the compounds above.
SMILES,RT RNaseH block,RmlCD inh mix
COc1ccccc1S(=O)(=O)Cc1ccc(C(=O)NCCN(C)C)o1,-1.2,6.8
CCOCCCNC(=O)N1CCOCC1,-8.7,-8.8
Cn1c(=O)c2c(nc(NCc3ccc4c(c3)OCO4)n2Cc2ccc(F)cc2)n(C)c1=O,10.2,4.5
O=C(Cc1ccccc1)NC1CCS(=O)(=O)C1 (centres undefined),/,5.4

# No new results follow: an excerpt of the list.
# Value order – RT RNaseH block, RmlCD inh mix
COC(=O)c1cc(Cc2ccc(N)c(C(=O)OC)c2)ccc1N
 : -53.4, -14.4
CCCC(C)C1(CC)C(=O)NC(=Nc2ccccc2OC)NC1=O (centres undefined)
 : 0.2, 18.1

# Whole records as entered above.
# Cc1cccc(NC(=O)CCCN2C(=O)c3ccccc3C2=O)n1 is listed as RT RNaseH block: /; RmlCD inh mix: -10.3
# O=C(C1CCC(=O)N1Cc1ccc(F)cc1)N1CCC2(CC1)OCCO2 (centres undefined) is listed as RT RNaseH block: -21.2; RmlCD inh mix: 16.1

# Next records follow.
# Value order – RT RNaseH block, RmlCD inh mix
O=c1[nH]c2ccc(Cl)cc2c(-c2ccccc2)c1SC(=S)N1CCCCC1
 : /, 16.3
Cn1c(C(=O)N2CCC(C(=O)N3CCN(Cc4ccc5c(c4)OCO5)CC3)CC2)cc2sccc21
 : -6.2, 4.8
CCOC(=O)C(NC(=O)CC)(Nc1ccc(S(=O)(=O)Nc2cc(C)on2)cc1)C(F)(F)F (centres undefined)
 : -8.0, 8.0
Cc1ccc(C(C(=O)NC2CCCC2)N(C(=O)Cc2cccs2)c2ccc(C)c(C)c2)o1 (centres undefined)
 : /, -26.5
COCc1cc(=O)n2[nH]c(C)nc2n1
 : -0.9, 8.0
O=C(Nc1ccncc1)c1c(F)cccc1F
 : -2.1, 7.4
CCCCn1c(CN2CCN(C)CC2)nc2ccccc21
 : 2.5, -10.5
O=C(COc1cccc2ccccc12)Nc1nc2ccccc2[nH]1
 : /, 4.8
COC(=O)c1ccc(NS(=O)(=O)c2cc(C)ccc2OC)cc1
 : -14.6, 3.3
CCCCc1ccc(-c2nc(-c3ccncc3)no2)cc1
 : -2.4, -9.5
COc1cccc(N(CC(=O)NCCSc2ccc(Cl)cc2)S(C)(=O)=O)c1
 : /, 3.3
CS(=O)(=O)Nc1ccccc1C(=O)O
 : -4.8, -3.6
COc1ccc(C2C3=C(CC(C)(C)CC3=O)Oc3ncn4nc(-c5cccnc5)nc4c32)cc1 (centres undefined)
 : -2.6, /
CCCc1ccc2c(N)c(C#N)sc2n1
 : -26.3, -21.4
O=[N+]([O-])c1ccc(Cl)c(/C=N/n2c(C3CCCCC3)n[nH]c2=S)c1
 : /, -5.1
N#Cc1c(NC(=O)CSc2nc3c(c(C(F)(F)F)n2)CCc2ccccc2-3)sc2c1CCCC2
 : /, 7.8
COc1ccc(CNC(=O)C2CCN(S(=O)(=O)c3cccc4cccnc34)CC2)cc1
 : -26.6, /
CCOC(=O)CN1C(=O)N[C@@H](c2ccccc2)[C@@H](C(=O)OC)[C@H]1C
 : /, 5.2
Cc1c(C(=O)NCc2cccs2)oc2ccc(S(=O)(=O)N3CCOCC3)cc12
 : -0.1, -12.7
CCOc1ccccc1N1CCN(C(=O)c2cccc(-c3ccc(O)cc3)c2)CC1
 : -31.6, /

# Value order – RT RNaseH block, RmlCD inh mix
Cc1ccc(S(=O)(=O)N(C)c2ccc(C(=O)N3CCCCC3)cc2)cc1
 : /, -9.5
CC(NC(=O)Nc1ccccc1)C(c1cccs1)N1CCOCC1 (centres undefined)
 : -0.7, 9.1
Cn1c(=O)[nH]c(=O)c2c1nc(CN1CCOCC1)n2Cc1ccccc1
 : -1.9, 3.7
COc1ccc(OC)c(C2=NOC(C(=O)NCC3CCCO3)C2)c1 (centres undefined)
 : -8.6, ?
CC1CCCN(C(=O)CSc2nc3ccccc3o2)C1 (centres undefined)
 : /, -0.8
Cc1ccc(S(=O)(=O)NCC(=O)N2CCOCC2)cc1
 : -8.3, 3.2
O=C(NCc1ccco1)c1ccc2c(=O)n(Cc3ccco3)c(SCC(=O)N3CCCC3)nc2c1
 : -20.4, 2.2
CCCn1nnnc1NCc1ccccc1OCc1cccs1
 : -21.6, 8.9
COc1cc(CNCC(C)C)c(Br)cc1OCC(=O)NCc1ccccc1
 : /, -7.2
COCCCNC(=O)Nc1ccc(F)cc1F
 : -18.7, -2.9
O=C(Nc1ccc(O)c2c(=O)cc(-c3cccc(Cl)c3)oc12)c1ccccc1Cl
 : /, 0.0
